Compound activity as filed in PubChem.
POLB inh – DNA polymerase beta (human) inhibition | P06746 | Pol beta primer extension/strand displacement, fluorescence kinetic | Potency, µM (highest dose often 114 µM), inactives show at the top dose activity change, negative = inhibition, hits mostly inhibitors | 340,000 tested, 1.3% active | AID 485314; also: potency is read from the fitted curve at half-maximal effect; % is scaled to controls: 0 for no effect and ±100 for the full control effect
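Enzyme-only controls used 10 nM Pol beta; buffer lacking enzyme served as negative control. Compound preincubated 15 min, then 50 nM substrate added; 0 and 10 min reads at room temperature.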
Pol kappa inh – DNA polymerase kappa (human) inhibition. AID 588579. Q9UBT6. 400,000 tested, 0.53% active. Potency, µM (doses to about 107 µM), for the others: top-dose activity, negative = inhibition, most hits filed as inhibitors. purified Pol kappa, fluorescent DNA synthesis assay, 10 min; also: potency is read from the fitted curve at half-maximal effect; % is scaled to controls: 0 for no effect and ±100 for the full control effect
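Here, compound and 10 nM enzyme are combined for 15 min at room temperature; adding 50 nM substrate (final) starts DNA synthesis, tracked by fluorescence at 0 and 10 min against buffer-only wells.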
ALOX12 inh – blocks human arachidonate 12S-lipoxygenase | P18054 | purified 12hLO, xylenol orange hydroperoxide absorbance | Potency, µM (doses to about 108 µM), without a hit: at the top dose activity change, negative = inhibition, actives largely listed as inhibitors | 580,000 tested, 1.1% active | AID 1671190; also: potency is read from the fitted curve at half-maximal effect; % is scaled to controls: 0 for no effect and ±100 for the full control effect
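Purified human 12hLO (150 nM final) in 25 mM Hepes, 0.01% Triton X-100, pH 7.0 was preincubated 15 min at room temperature with compound. Then 40 uM arachidonic acid was added, 30 min. Hydroperoxide was read by Fe-XO absorbance ratio 573/405 nm.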
LDHA inh – inhibitors of human lactate dehydrogenase A. P00338. purified LDHA, NADH/diaphorase-resazurin fluorescence; active compounds read low. activity change, % (values are at about 110 or 230 µM). 480,000 tested, 0.15% active. AID 1347041; in the data active = activity change below about -30%; inconclusive = mostly about -25% to -30%;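 also: plate controls were DMSO wells for no effect and wells without enzyme for full effect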
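Remaining NADH was detected by diaphorase (0.133 mg/mL) converting 37 µM resazurin to fluorescent resorufin, read at 0 and 20 minutes. The preceding 5-minute room-temperature reaction used 2 nM LDHA, 0.2 mM sodium pyruvate and 0.06 mM NADH at pH 7.4.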
POLH inh – DNA polymerase eta (human) inhibition. recombinant Pol eta, fluorescent DNA replication assay. Potency, µM (doses to about 114 µM), for inactives: at the highest dose activity change, negative = inhibition, most hits filed as inhibitors. 390,000 tested, 1.2% active. AID 588591; also: potency is read from the fitted curve at half-maximal effect; % is scaled to controls: 0 for no effect and ±100 for the full control effect
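Pol eta (10 nM) was preincubated with compounds for 15 min at room temperature, after which fluorescent replication substrate (50 nM final) was added to start the reaction. Fluorescence was read kinetically at 0 and 10 min.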
APE1 inh – blocks human APE1 abasic DNA cleavage | P27695 | recombinant APE1, TAMRA/BHQ-2 abasic DNA cleavage fluorescence | Potency, µM (doses to about 65.8 µM), without a hit: at the highest dose activity change, negative = inhibition, actives largely listed as inhibitors | 350,000 tested, 0.35% active | AID 2517;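 also: potency is read from the fitted curve at half-maximal effect; plate controls were vehicle for no effect and reference inhibitor for full effect; nearly all actives have a fitted effect of over 55% in size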
Target sequence (P27695 whole entry, looked up): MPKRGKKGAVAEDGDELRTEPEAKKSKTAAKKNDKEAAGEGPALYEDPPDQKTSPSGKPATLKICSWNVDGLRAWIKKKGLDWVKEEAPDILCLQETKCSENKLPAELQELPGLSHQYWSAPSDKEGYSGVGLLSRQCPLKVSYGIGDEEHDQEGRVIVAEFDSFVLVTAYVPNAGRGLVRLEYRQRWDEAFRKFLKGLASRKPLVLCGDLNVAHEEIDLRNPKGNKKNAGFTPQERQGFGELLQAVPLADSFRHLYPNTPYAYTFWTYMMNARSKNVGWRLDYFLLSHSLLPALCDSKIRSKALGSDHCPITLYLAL
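Compound pre-exposure to 0.75 nM APE1, 15 min at ambient temperature. Reaction initiated with 50 nM TAMRA/BHQ-2 THF substrate, read immediately in kinetic mode, 525 nm excitation, 598 nm emission.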
RGS4 inh – human RGS4 inhibition. 390,000 tested, 0.039% active. P49798. Potency, µM (titrated, usually from 114 µM), for inactives: at the top dose activity change, negative = inhibition, usual class: inhibitors. Transcreener GDP fluorescence polarization, RGS4-accelerated GTP hydrolysis; also: potency is read from the fitted curve at half-maximal effect; % is scaled to controls: 0 for no effect and ±100 for the full control effect; nearly all actives have a fitted effect of over 75% in size; some results filed as inactive show a strong effect at the top dose
Target sequence (P49798 whole entry, looked up): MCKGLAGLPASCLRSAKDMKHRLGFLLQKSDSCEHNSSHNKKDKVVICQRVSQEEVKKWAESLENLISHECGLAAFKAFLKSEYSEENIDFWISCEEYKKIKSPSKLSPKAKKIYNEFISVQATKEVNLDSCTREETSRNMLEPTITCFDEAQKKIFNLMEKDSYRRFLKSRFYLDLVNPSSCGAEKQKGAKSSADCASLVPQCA
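MLSMR compounds (23 nl, pin-transferred) preincubated 10 min at room temperature with a 500nM (2x) first reagent, then RGS4 at 900nM (2x) plus Transcreener GDP mix added; fluorescence polarization (620/688 nm) read before and after 90 min at 30 °C.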
ERG Ets-DNA blk – inhibitors of human ERG Ets domain-DNA interaction | fluorescence polarization, His-ERG Ets domain / labelled DNA | 370,000 tested, 0.028% active | Potency, µM (titrated, usually from 76.9 µM), for inactives: at the top dose FP activity, negative = inhibition, usual class: inhibitors | P11308; active = well fitted inhibition curve with a large enough effect in the polarisation, with a control signal flat; inconclusive = small, poorly fitted or top-dose-only effect, or effect the other way, or a change in a side signal; inactive = no such curve, though single readings can be large or run the other way; the % refers to the polarisation;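 also: polarization taken with two DNA probes labelled with fluorescein and Texas red; potency is read from the fitted curve at half-maximal effect; % of control where 0% means no effect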
Target sequence (P11308 whole entry, looked up, the tested form may be a part): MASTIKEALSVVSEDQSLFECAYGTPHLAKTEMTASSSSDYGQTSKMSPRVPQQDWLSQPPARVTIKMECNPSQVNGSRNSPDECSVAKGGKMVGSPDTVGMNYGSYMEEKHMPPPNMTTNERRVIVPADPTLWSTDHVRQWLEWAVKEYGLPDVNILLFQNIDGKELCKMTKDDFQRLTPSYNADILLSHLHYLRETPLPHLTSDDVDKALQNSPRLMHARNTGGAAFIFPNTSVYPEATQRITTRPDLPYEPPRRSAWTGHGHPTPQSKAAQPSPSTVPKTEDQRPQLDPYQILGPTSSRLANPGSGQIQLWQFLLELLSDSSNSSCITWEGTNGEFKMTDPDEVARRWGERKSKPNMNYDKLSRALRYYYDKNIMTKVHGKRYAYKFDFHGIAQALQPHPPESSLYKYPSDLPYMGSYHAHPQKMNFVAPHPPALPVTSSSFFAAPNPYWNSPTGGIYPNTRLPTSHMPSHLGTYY
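His-tagged ERG Ets domain (1 uM in the protein solution; 300mM KCl, 50mM Tris-HCl, 1mM EDTA, 1mM DTT, pH 7.5) received compound, then a probe mix of 5 nM fluorescein-DNA and 100nM Texas-615-DNA. Fluorescence polarization was read for both dyes.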
Anesthetic bind – binds horse apoferritin like a general anesthetic; AID 485281; Potency, µM (top dose mostly 77.5 µM), inactives show top-dose activity change, negative = displacement, usual class: inhibitors; 350,000 tested, 0.074% active; apoferritin/1-aminoanthracene competitive binding, fluorescence; P02791; also: potency is read from the fitted curve at half-maximal effect; % is scaled to controls: 0 for no effect and ±100 for the full control effect; nearly all actives have a fitted effect of over 20% in size
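Concentration-response curves derived by four-parameter Hill fitting of normalized fluorescence, where compounds displaced 1-AMA from 10 uM horse apoferritin following a brief 10 min room-temperature incubation; propofol titration acted as positive control.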
The depositor's hits bear a star; i = inactive; ? = inconclusive; . = not tested or not shown; & = joins results of further samples; [ ] = another dose, or the depositor's remark. Unless noted, calls follow the shape of the dose curve; as a rule, active = well fitted curve in the direction sought with a large enough effect; inconclusive = small, poorly fitted or top-dose-only effect, or another doubt; inactive = no such curve, though single readings can be large; an effect the other way counts as inactive or inconclusive. This is a subset, so the mix of outcomes need not match the whole.

SMILES	POLB inh	Pol kappa inh	ALOX12 inh	LDHA inh	POLH inh	APE1 inh	RGS4 inh	ERG Ets-DNA blk	Anesthetic bind
CCOc1ccccc1N(CC)C(=O)c1cc2c(=O)[nH]c3ccc(C)cc3c2s1	8.0%	9.4%	-16.8%	1.3	-8.2%	.	-16.0%	-0.1%	?
CCN1CCN(C(=O)/C=C/c2ccc(C(C)C)cc2)CC1	.	-7.5%	0.0%	-4.3	-1.5%	.	9.4%	3.6%	.
Cc1sc2ncn(CC(=O)NCCN(C)C)c(=O)c2c1S(=O)(=O)N1CCC(C)CC1	17.1%	-23.4%	3.1%	-1.5	-20.6%	29.9%	-12.6%	2.1%	-2.8%
CCOC(=O)c1c(C)[nH]c(C(=O)COC(=O)c2ccncc2)c1C	7.6%	-3.5%	-1.4%	-1.7	-11.8%	8.8%	20.0%	11.5%	-14.5%
CCN=C1SC(CC(=O)Nc2ccc3c(c2)OCO3)C(=O)N1CC (centres undefined)	-1.9%	-1.5%	9.0%	-2.2	-5.7%	10.2%	-13.4%	11.9%	-4.1%
COc1ccc(N(C)C(=O)CCS(=O)(=O)c2cccc3nonc23)cc1	17.7%	2.4%	-10.9%	4.1	-9.1%	-6.3%	23.1%	3.6%	-6.8%
Cc1ccc(/C=C(\C#N)c2nc(-c3cc4c(ccc5ccccc54)oc3=O)cs2)cc1	-1.1%	-13.8%	3.6%	-8.3	-11.1%	.	-5.4%	-7.8%	52.5%[activator]
CN(C)C(=O)Nc1ccc(Cl)c(Cl)c1	.	-5.7%[19.4 µM]	-6.1%[22.9 µM]	.	.	?	.	.	-8.4%
Nn1c(Nc2ccccc2)nc2ccccc21	?	-21.6%	i	-4.0	-4.0%	-0.2%	6.0%	-2.9%	-19.9%
Cc1cccc2nc(COc3ccc(Cl)c4cccnc34)cn12	?	-37.0%	8.0%	-8.2	8.6%	3.3%	-16.5%	-3.8%	-9.1%
CCC(Sc1nc2ncccc2[nH]1)C(=O)Nc1cccc(OC)c1 (centres undefined)	1.3%	-4.0%	-11.8%	3.0	-16.2%	.	-14.4%	5.0%	-9.3%
CC1CCN(C(=O)C2CCC(CNS(=O)(=O)c3cccc4cccnc34)CC2)CC1 (centres undefined)	-2.3%	.	5.3%	.	.	-3.0%	.	.	-17.9%
CN1CCCNc2nc3ccccc3nc21	0.7%	5.1%	0.0%	-2.2	2.9%	-1.0%	11.1%	8.3%	52.5%[activator]
Clc1ccccc1/C=N/NC1=Nc2cccc3cccc1c23	-10.9%	-7.3%	-22.0%	0.0	-5.7%	-1.0%	-37.1%	19.7%	5.8%
Cc1ccc(N(C(=O)c2csnn2)C(C(=O)NC2CCCCC2)c2ccccn2)cc1C (centres undefined)	55.1%	-7.9%	-20.0%	-0.9	-22.0%	32.8%	-21.2%	26.8%	1.0%
Cc1ncc([N+](=O)[O-])n1CCOC(=O)c1ccc(Br)cc1	34.2%	-16.8%	?	-11.8	-19.2%	-4.4%	-6.6%	-4.9%	-16.3%
CC(C)(C)c1ccc(C(=O)Nc2ccc(S(N)(=O)=O)cc2)cc1	25.8%	-8.1%	-26.4%	-6.6	-3.9%	3.2%	0.3%	1.4%	-5.4%
O=c1[nH]ncn1-c1ccccc1	29.3%	-12.5%	-1.8%	-5.1	-12.8%	17.3%	0.3%	-3.4%	-3.5%
CN1c2ccc(Cl)cc2C(=O)NC1C1CC=CCC1 (centres undefined)	-21.3%	2.1%	?	-1.7	-21.2%	0.4%	2.7%	2.7%	99.1%[activator]
O=C(Nc1nncs1)Oc1ccccc1	1.8%	-3.5%	-21.5%	1.2	3.3%	2.1%	-20.7%[11.4 µM]	3.2%	10.8%
CCOC(=O)CCN(C(=S)Nc1ccccc1)C1CCCCC1	.	-13.7%	-8.6%	-8.1	-7.6%	.	-5.3%	6.5%	.
O=C(COC(=O)c1n[nH]c2ccccc12)NC1CCCCC1	.	-16.1%	-14.7%	-8.6	-16.2%	-8.1%	-26.5%	-17.9%	.
CC(=O)c1ccc(NC(=S)Nc2cccc(Cl)c2C)cc1	24.4%	3.4%	?	0.1	-21.5%	1.2%	-44.6%	5.9%	-8.3%
CCOc1ccccc1NC(=O)COC(=O)c1cc(C)oc1C	.	-2.1%	-13.5%	2.1	-16.9%	10.9%	10.5%	-12.0%	.
Cc1noc(NS(=O)(=O)c2ccc(NC(=O)c3cc(S(=O)(=O)N(C)c4ccccc4)ccc3Cl)cc2)c1C	.	-4.4%	197.1%[activator]	-18.8	9.4%	.	29.8%	-9.3%	.
Nc1nc(=O)n(C2CC(O)C(CO)O2)cc1F (centres undefined)	.	-0.7%	-4.5%	-1.1	-16.5%	.	-13.2%	-1.3%	.
COC(=O)CSc1nc(C)cc(Oc2ccccc2)n1	4.3%	1.8%	-2.2%	-1.8	-8.5%	3.4%	13.3%	3.5%	-12.6%
CC(=O)Nc1cccc(-c2nc3ccccc3o2)c1	3.2%	3.7%	-42.7%&6.8%	-3.5&5.2	1.2%	-4.9%	-1.9%	-3.4%	-2.5%
Cc1ccc(C(=O)CNc2ccccc2C)cc1	14.1%	-13.5%	?	-2.3	-14.3%	?	3.7%	4.2%	-11.0%
Cc1ccccc1C(=O)NC(=S)NCC(=O)c1ccccc1	11.2%	-0.6%	-24.9%	-8.5	-12.1%	-4.7%	-6.6%	-4.7%	?
NC/C=C\C(=O)O	12.1%[57.1 µM]	-11.8%[60.1 µM]	15.4%&0.0%	.	-1.7%[57.1 µM]	-2.8%&2.9%&-4.8%	9.1%[56.9 µM]	.	.
COc1ccccc1-c1cccc([C@@H]2C[C@H]3[C@H](CON3C)CN2C(=O)CCc2ccccc2)c1	.	-3.9%	?	4.0	-21.6%	.	-4.4%	6.4%	.
CCOc1ccccc1NC(=O)Cn1c(=O)n(Cc2ccc(OC)cc2)c(=O)c2oc3ccccc3c21	34.9%	-6.0%	-7.6%	-4.0	5.3%	.	8.2%	-2.4%	-2.0%
O=c1c2c3c(sc2nnn1Cc1ccc(F)cc1)CCCC3	-2.8%	-0.3%[60.1 µM]	?	1.9	-6.3%	.	-12.4%	4.4%	?
Cc1ccc(CC2CC(=O)N(c3ccc4c(c3)OCCO4)C2=O)cc1 (centres undefined)	12.9%	-4.9%	0.0%	-4.7	-0.7%	12.5%	19.1%	0.5%	-17.4%
CC(CCc1ccco1)NC(=O)CCc1nnc2ccc(NCc3ccc(Cl)cc3)nn12 (centres undefined)	39.6%	79.4µM*	4.9%	-10.7	-1.5%	31.2%	-43.0%	0.5%	1.0%
CC(=O)CSc1nc2c(c(=O)[nH]c(=O)n2C)n1Cc1cccc(Br)c1	-15.8%	-15.8%	?	-2.4	-6.7%	12.8%	-25.2%	11.9%	-14.5%
CCOc1ncccc1C(=O)OCC(=O)N(CC)c1ccccc1	-12.6%	-3.7%	-11.6%	-6.9	-6.6%	-2.9%	9.6%	2.1%	-6.3%
O=C(O)c1ccc2c(c1)C(=O)/C(=C/c1ccccc1)C2=O	-23.4%	25.1µM*	-18.1%	22.8	2.82µM*	?	-26.2%	2.0%	-0.2%
Cc1ccc(S(=O)(=O)N2CCOCC2)cc1C(=O)OCC(=O)NC1CCCC(C)C1C (centres undefined)	.	-4.1%	20.8%	1.2	-4.1%	5.9%	8.7%	16.7%	.
O=C1CC(C(=O)N2CCN(c3ccccc3)CC2)CN1Cc1ccccc1 (centres undefined)	.	-14.5%	-4.8%	0.1	-16.3%	-8.5%	-23.0%	-2.9%	.
COc1ccc(S(=O)(=O)N2CCN(C(=O)c3sccc3-c3ccccc3)CC2)cc1	.	-21.8%	1.1%	-2.1	-12.1%	1.3%	-19.7%	8.2%	.
CC1CCC(NC(=O)c2ccc3c(c2)N(Cc2ccccc2F)C(=O)c2ccccc2S3(=O)=O)CC1 (centres undefined)	16.4%	-7.9%	-17.1%	-9.2	-7.9%	.	-9.6%	-10.9%	-16.8%
COc1ccc(C)c2sc(NC(=O)CCS(=O)(=O)c3ccccc3)nc12	-15.6%	-6.5%	-18.7%	1.4	-19.3%	43.3%[activator]	-11.4%	10.1%	-16.2%
CCOc1ccc(NC(=O)CCn2cccc2)cc1	10.7%	3.1%	0.0%	-0.6	-5.8%	2.0%	-9.6%	6.8%	-10.9%
Cc1ccc(N(CC(=O)NCc2ccco2)C(=O)CCC(=O)Nc2ccccn2)c(C)c1	105.0%	-2.8%	-2.3%	-4.0	-18.8%	35.5%	5.2%	-1.5%	-9.6%
O=C(Nc1nnc(S(=O)(=O)N2CCCCCC2)s1)c1ccc(Br)cc1	15.3%&-23.0%	-11.9%&-16.5%	-2.9%&-15.3%	-8.7&-8.8	-3.8%&6.4%	25.8%	7.1%&23.5%	-7.1%&-0.3%	-15.3%&-6.0%
Cc1oc(-c2ccccc2)nc1CC(=O)O	1.6%	2.0%	-22.1%	-4.3	-9.2%	-0.2%	12.3%	1.5%	-9.9%
COc1ccc(/C=C2/SC(=S)N(CCC(=O)O)C2=O)cc1	21.9%	-12.7%	-1.4%	-14.4	-9.1%	-4.8%	12.9%	5.5%	?
CCOC(=O)N1CCN(C(=O)COC(=O)c2ccc(N(C)C)cc2)CC1	.	2.6%	238.7%[activator]	-5.0	-5.4%	-4.7%	4.5%	5.7%[15.4 µM]	.
